# Screens from PubChem.
# HT1080 IDH1KD tx: qHTS for induction of synthetic lethality in tumor cells producing 2HG: qHTS for the HT-1080-IDH1KD cell line; HT-1080 IDH1 knockdown viability, ATP luminescence, 48 h; Potency, µM (titrated, usually from 46.1 µM), without a hit: at the top dose activity, negative = toxicity, usual class: cytotoxic; 360,000 compounds, 2% hits;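 further: potency means the concentration at half of the fitted maximal effect; 0% = DMSO wells and -100% = cell-free medium wells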
#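 After a 2 h attachment period, IDH1KD HT-1080 cells took pin-transferred compound for 48 h at 37 °C; ATP-based luminescence after 10 min room-temperature reagent incubation reported viability.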
# IL1B secr inh: qHTS for Inhibitors of Inflammasome Signaling: IL-1-beta AlphaLISA Primary Screen. 360,000 compounds, 4.7% hits. THP-1 LPS/ATP IL-1B secretion, AlphaLISA, 16 h; active compounds read low. activity change, % at 57.5 µM. AID 743279, 2014; in the data active means activity change below about -50%; inconclusive means mostly about -30% to -49%; further: on the % scale 0 is the no-effect control and ±100 the full control effect
#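 Secreted IL-1B measured by AlphaLISA bead assay after 16 h compound exposure of THP-1 cells; compounds (final up to 57.5 uM) added 1 h before LPS (250 ng/mL) and ATP (1.25 mM) stimulation; lower signal means less secretion.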
# HepG2 viability: qHTS for Inhibitors of TGF-b: Cytotox Counterscreen. HepG2 CAGA-GFP viability, ATP luminescence, 18 h. Potency, µM (titrated, usually from 46.1 µM), for inactives: top-dose activity change, negative = cytotoxicity, hits mostly cytotoxic. 410,000 compounds, 0.76% hits; further: potency means the concentration at half of the fitted maximal effect; some results filed as inactive show a strong effect at the top dose
#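 HepG2 CAGA-GFP cells (1000/well, DMEM with 1% FBS) received compound, then TGF-beta at 500 pg/mL final, and were incubated 18 hours at 37 degrees C. Viability was read by CellTiter-Glo luminescence. Media-only wells were set as complete cell-killing and DMSO as no toxicity.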
# HT1080NT lethal: qHTS for induction of synthetic lethality in tumor cells producing 2HG: qHTS for the HT-1080-NT fibrosarcoma cell line; HT-1080-NT fibrosarcoma viability, CellTiter-Glo ATP luminescence, 48 h; Potency, µM (series often up to 46.1 µM), for the others: top-dose activity, negative = less viability, usual class: cytotoxic; 360,000 compounds, 1.6% hits; AID 686970, 2013;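 further: NT is the 2HG producing partner of a matched IDH1 knockdown line; potency means the concentration at half of the fitted maximal effect; 0% = DMSO-treated cells and -100% = media-only wells without cells; nearly all actives have a fitted effect of over 55% in size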
#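 Fibrosarcoma NT cells, 750 per well in 5% FBS RPMI, were exposed to compound for 48 hours. Viability: CellTiter-Glo luminescence.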
# MCF10A rerep: A quantitative high throughput screen for small molecules that induce DNA re-replication in MCF 10a normal breast cells | MCF 10A DNA re-replication, Hoechst nuclear intensity, 48 h | Potency, µM (doses to about 46.1 µM), inactives show top-dose activity, positive = re-replication, usual class: activators | 350,000 compounds, 2.9% hits | AID 624296, 2012; further: potency means the concentration at half of the fitted maximal effect; % of control where 0% means no effect; nearly all actives have a fitted effect of over 50% in size
# S2 tox: Viability Counterscreen for Primary qHTS for Inhibitors of ATXN expression; 400,000 compounds, 0.49% hits; Potency, µM (titrated, usually from 56.7 µM), most hits filed as cytotoxic; S2 cells (HEK-293 line with an ATXN2-luciferase reporter) viability, CellTiter-Fluor protease fluorescence, 24 h; further: potency means the concentration at half of the fitted maximal effect; nearly all actives have a fitted effect of over 40% in size
# SW480 rerep: A quantitative high throughput screen for small molecules that induce DNA re-replication in SW480 colon adenocarcinoma cells; 340,000 compounds, 1.8% hits; SW480 DNA re-replication, Hoechst DNA content imaging, 48 h; Potency, µM (titrated, usually from 46.1 µM), without a hit: at the highest dose re-replication activation, most hits filed as activators; further: potency means the concentration at half of the fitted maximal effect; % of control where 0% means no effect; nearly all actives have a fitted effect of over 55% in size
#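 Cells (250 per well) received 23 nL compound or DMSO by pin tool and were kept 48 hr at 37 C, 5% CO2. Nuclei were then stained with Hoechst for 40 min and scanned for DNA content.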
# KB-3-1 cytotox: qHTS assay for MDR1-selective chemotherapeutics: Primary screen using the parental adenocarcinoma cell KB-3-1; Potency, µM (doses to about 46.1 µM), without a hit: at the highest dose activity change, negative = cytotoxic, usual class: cytotoxic; 400,000 compounds, 1.4% hits; KB-3-1 viability, CellTiter-Glo ATP luminescence, 72 h; further: potency means the concentration at half of the fitted maximal effect; on the % scale 0 is the no-effect control and ±100 the full control effect; nearly all actives have a fitted effect of over 60% in size
#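 Here the drug-naive KB-3-1 line serves as comparator for MDR sub-line selectivity; cells received compound titrations, 72 h at 37 °C, then CellTiter-Glo readout.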
# ATXN2 expr inh: Primary qHTS for Inhibitors of ATXN expression. HEK-293 ATXN2-luciferase reporter, luminescence, 24 h. Potency, µM (highest dose often 57 µM), without a hit: at the top dose activity change, negative = inhibition, most hits filed as inhibitors. 360,000 compounds, 0.72% hits. AID 1745845, 2022; further: potency means the concentration at half of the fitted maximal effect; on the % scale 0 is the no-effect control and ±100 the full control effect; nearly all actives have a fitted effect of over 55% in size
#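 qHTS (up to 57 uM final) was run with 24 h compound exposure of reporter cells at 37 °C. Each well was multiplexed: SteadyGlo luminescence measured ATXN2-luciferase expression after a fluorogenic Gly-Phe-AFC viability readout (25 uM final).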
# The depositor's hits bear a star; i = inactive; u = inconclusive; x = no result given; & = joins results of further samples; [ ] = remark or other dose. Unless noted, the call rests on the fitted dose curve; in most records, active means well fitted curve in the direction sought with a large enough effect; inconclusive means small, poorly fitted or top-dose-only effect, or another doubt; inactive means no such curve, though single readings can be large; an effect the other way counts as inactive or inconclusive.
Molecule,HepG2 viability,ATXN2 expr inh,IL1B secr inh,MCF10A rerep,KB-3-1 cytotox,HT1080 IDH1KD tx,S2 tox,SW480 rerep,HT1080NT lethal
CN(C(=O)Cn1cnc([N+](=O)[O-])n1)C1CCCCC1,-12%,0%,5,2%,6%,16%,i,17%,21%
COc1ccccc1N1CCN(CC(=O)c2c[nH]c3ccccc23)CC1,-21%,-14%,20,-6%,4%,-26%,i,-11%,-16%
O=C(Nc1ccccc1C(=O)OCn1nnc2ccccc2c1=O)c1ccco1,10%,-36%,-6,3%,2%,11%,u,-3%,7%
O=C(NCc1ccccc1Cl)c1cnn2cccnc12,-13%,7%,-1,0%,5%,0%,i,-4%,1%
COc1cc(CN(C)c2ncnc3sccc23)ccc1OC(F)F,-3%,-5%,0,8%,u,-25%,i,-5%,-22%
CC(C)(C)C(=O)NCc1ccc(C(=O)CSc2nnc(C3CC3)n2C2CC2)s1,-6%,-2%,11,0%,19%,9%,i,2%,6%
CCCCc1nnc(NC(=O)C2=COCCO2)s1,0%,4%,20,0%,18%,-20%,i,4%,0%
O=C1N=C(N2CCc3ccccc3C2)S/C1=C\c1ccc(O)cc1,-15%,-3%,-63*,u,13%,10%,u,-12%,-1%
COc1ccc(-n2c(SCC(=O)Nc3nccs3)nnc2-c2ccc(Cl)cc2)cc1,6%,2%,-12,4%,11%,27%,i,1%,17%
O=C(NCCCN1CCOCC1)c1ccc2c(c1)N(Cc1ccccc1)CCS2,-21%,-22%,u,u,-5%,-29%,i,11%,-16%
Cc1ccc2nc(SC(C)C(=O)N3CCOCC3)[nH]c2c1 (configuration not stated),8%,43%[activator],-2,1%,4%,5%,i,3%,3%
O=C(CSc1nc2nn(-c3ccccc3)c(=O)c-2c2n1CCCCC2)Nc1ccc(F)c(F)c1,7%,-27%,-28,2%,-21%,2%,i,4%,11%
N#Cc1nc(Nc2cccc(Cl)c2)c2ncn(C3CCCC3)c2n1,-40%,4%,x,u,-15%,x,i,u,x
COc1cc(-c2nnc3sc(Cc4ccccc4)nn23)cc(OC)c1OC,-11%,-5%,100,17%,-7%,-26%,i,-10%,-10%
COc1ccc(-c2ccc(NC(=O)c3ccco3)cc2)nn1,5µM*,u,-15,-8%,10µM*,21µM*,i,u,18µM*

# Other structures.
Molecule,HepG2 viability,ATXN2 expr inh,IL1B secr inh,MCF10A rerep,KB-3-1 cytotox,HT1080 IDH1KD tx,S2 tox,SW480 rerep,HT1080NT lethal
COCCCNC(=O)c1ccc(Cn2c(=O)c3ccccc3n(Cc3c(C)cc(C)cc3C)c2=O)cc1,0%,-9%,x,x,0%,x,i,x,x
COc1cc(CC(CC(=O)c2ccc3c(c2)OCO3)C(=O)O)cc(OC)c1OC (configuration not stated),-28%,-3%,14,-21%,-2%,2%,i,5%,16%
CCCCOc1ccc(Br)cc1CSC(=N)N,-101%,u,-229*,u,23µM*,18µM*,u,u,23µM*
CSCCC(NC(=O)c1ccco1)C(=O)Nc1ccc(C)cn1 (configuration not stated),3%,9%,6,-1%,3%,-2%,u,-14%,1%
OCC1OC2C(NC(=S)N2c2ccccc2)C(O)C1O (configuration not stated),8%,-4%,15,-3%,3%,15%,i,1%,9%
C(=N\NCc1ccccc1)/c1ccc2ncccc2c1,7%,x,0,0%,-14%,26%,i,u,6%
Cc1ccsc1/C=N/Nc1ncc(Cl)cc1Cl,-39%,26%,-14,14%,-26%,-14%[9.24 µM],i,u,u
O=C(CN1CCN(Cc2ccccc2F)C1=O)NCC1CCCO1 (configuration not stated),4%,8%,-12,-2%,2%,9%,i,-13%,8%
Cc1ccc(C(=O)c2cnc3cc4c(cc3c2S(=O)(=O)c2ccccc2)OCCO4)cc1,-6%,5%,-79*,u,u,-27%,i,u,-24%
COc1ccc(NC(=O)Cn2c(C)csc2=O)c(OC)c1,5%,-7%,-23,-3%,-16%,3%,i,u,1%[9.24 µM]
NC(=O)C1(c2ccccc2)CCOCC1,0%,0%,32,0%,10%,16%,i,-11%,20%
O=C(C1CC1)N(Cc1ccco1)c1nc(-c2ccccc2)cs1,-13%,9%,-16,0%,-4%,1%,i,-2%,22%
Cc1ccc(S(=O)(=O)N2CCc3cc(C(=O)NCCc4ccccc4)ccc32)cc1,-8%,2%,x,x,-22%,x,i,x,x
O=C(Nc1ccc2c(c1)OCO2)N1CCOCC1,-16%,28%,0,-3%,-14%,3%,i,-4%,-2%
Cc1ccc(C2C(C(=O)c3sc(-c4ccccc4)nc3C)=C(O)C(=O)N2CCN(C)C)o1 (configuration not stated),-2%,0%,13,-3%,-14%,20%,i,-2%,23%

# Remaining list, next part:
Molecule,HepG2 viability,ATXN2 expr inh,IL1B secr inh,MCF10A rerep,KB-3-1 cytotox,HT1080 IDH1KD tx,S2 tox,SW480 rerep,HT1080NT lethal
O=[N+]([O-])c1ccccc1/C=C/C=N/n1c(-c2ccccc2F)n[nH]c1=S,1%,-20%,7,1%,21%,11%,i,-7%,9%
Cc1ccc(S(=O)(=O)NC(=O)NC(C)Cc2ccccc2)cc1 (configuration not stated),-3%,-5%,-5,3%&0%,16%,18%,i,-2%&-1%,1%
c1ccc2[nH]c(SCC3CCCCO3)nc2c1 (configuration not stated),-8%,x,6,1%,-8%,14%,i,u,1%
CCc1ccc2oc(-c3ccc(C)c(NC(=O)Cc4ccccc4)c3)nc2c1,-1%,67%[activator],x,x,9%,x,i,x,x
COc1cccc(CNC(=O)C2Cc3cc(S(=O)(=O)N4CCCC4)ccc3N2C(C)=O)c1OC (configuration not stated),27%,4%,3,-2%,0%,3%,i,1%,2%
N#Cc1cccc(-c2csc(C(O)c3ccc(F)cc3)n2)c1 (configuration not stated),-25%,9%,-12,x,0%,-9%,i,x,-6%
COc1ccc(OC)c(NC(=O)C2CCN(S(=O)(=O)c3ccc4c(c3)CCCC(=O)N4)CC2)c1,2%,4%,x,x,25%,x,i,x,x
Fc1ccc(/C=N/NC(=S)NCCc2ccccc2)cc1F,-27%,3%,41,-2%,-15%,-8%,i,-12%,-15%
O=C(c1cc2ncc(CCCl)cn2n1)N1CCCCCC1,8%,-4%,2,-5%,6%,4%,i,u,8%
COc1ccc(Cn2c(CCC(=O)NCc3cccc(Cl)c3)nc3cccnc32)cc1,-28%,-8%,x,x,-8%,x,i,x,x
CS(=O)(=O)N1CCN(c2ccccc2NC(=O)c2cc3ccccc3o2)CC1,-3%,-28%,-11,-2%,-7%,-10%,i,-11%,-25%
CN1CCC(OC(=O)c2cc3cc(Cl)cc(Cl)c3oc2=O)CC1,-43%,x,-5,u,-12%,u,i,3%,u
COc1cc(CC(=O)OCC(=O)NCc2ccc(C)cc2)cc(OC)c1OC,3%,0%,-1,2%,0%,4%,i,-18%,3%
C[C@H](NC(=O)c1nc[nH]c1C(=O)OCc1ccccc1)c1ccccc1,-6%,-12%,-6,3%,-4%,2%,i,-2%,2%
O=S(=O)(Nc1nc(SCc2ccc(Cl)cc2)n[nH]1)c1ccc(F)cc1,-16%,7%,-59*,10%,-19%,u,i,2%,u

# Ordered by SMILES length (high to low): some entries from above
Molecule,HepG2 viability,ATXN2 expr inh,IL1B secr inh,MCF10A rerep,KB-3-1 cytotox,HT1080 IDH1KD tx,S2 tox,SW480 rerep,HT1080NT lethal
O=C(CSc1nc2nn(-c3ccccc3)c(=O)c-2c2n1CCCCC2)Nc1ccc(F)c(F)c1,7%,-27%,-28,2%,-21%,2%,i,4%,11%
O=C1N=C(N2CCc3ccccc3C2)S/C1=C\c1ccc(O)cc1,-15%,-3%,-63*,u,13%,10%,u,-12%,-1%
CN(C(=O)Cn1cnc([N+](=O)[O-])n1)C1CCCCC1,-12%,0%,5,2%,6%,16%,i,17%,21%

# (more compounds)
Molecule,HepG2 viability,ATXN2 expr inh,IL1B secr inh,MCF10A rerep,KB-3-1 cytotox,HT1080 IDH1KD tx,S2 tox,SW480 rerep,HT1080NT lethal
COC(=O)c1[nH]c2ccccc2c1NC(=O)CN1CCC(C(N)=O)(N2CCCCC2)CC1,-7%,2%,-18,24%,-5%,-1%,i,6%,-3%
O=C(OCC(=O)c1c[nH]c2ccccc12)c1cc(S(=O)(=O)N2CCOCC2)ccc1F,-10%,u,0,17%,7%,-1%,u,1%,-1%
CCCCN(CCCC)CC(O)COc1ccccc1Br (configuration not stated),-43%,-19%,u,22%,-23%,u,i,22%,-23%
Cc1onc(-c2ccccc2Cl)c1C(=O)NCCCc1ccccc1,-6%,-7%,6,15%,-7%,0%,i,-4%,-12%
COC(C[C@H]1O[C@H]1C(=O)[C@H](C)OCc1ccccc1)OC,-14%,-4%,-22,1%,-6%,-4%,i,6%,-1%
O=C(CN1CCSCC1)c1c[nH]c2ccccc12,-8%,7%,34,12%,-6%,-9%,i,15%,-11%
Cc1ccc(CNc2oc(-c3cccs3)nc2C#N)cc1,-3%,23%,28,-3%,5%,0%,i,8%,12%
CCOC(=O)[C@]12CCC=C1N(Cc1cccc3ccccc13)C(=O)[C@H](CC(=O)N1CCCC1)C2,x,-2%,0,x,-10%,0%,u,x,3%
COc1cc(N)c(Cl)cc1C(=O)OCC(=O)N1CCc2ccccc21,0%,3%,-1,11%,4%,-1%,i,-2%,0%
S=C(Nc1ccc(Oc2ccccc2)cc1)N1CCN(c2ccccn2)CC1,-1%,x,4,21%,-6%,u,i,7%,-12%
COc1ccc(/C=C/C(=O)OCn2c(SC)nnc(C)c2=O)cc1OC,-7%,x,1,-3%,7%,12%,i,-2%,8%
CCOC(=O)c1nn(-c2ccc(C)cc2)c(=O)cc1OCC(=O)Nc1cc(C)ccc1OC,8%,-10%,5,0%,-7%,-9%,i,-1%,-21%
